# Dynein transport – blocks dynein driven cargo transport along microtubules | 220,000 compounds, 0.47% hits | z-score, hits read low | 3617.4 mouse cells, GR-EGFP nuclear translocation imaging; test concentration mostly 20 µM; stimulated with dexamethasone, 1 µM; stronger effect = lower value | AID 1381;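 active = plate z-score of nuclear minus cytoplasmic receptor signal below a set negative limit, without overly bright fluorescence or cell loss, cut at about -3.5 in these data, passing the limit was not always enough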;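 note: z-score of nuclear minus cytoplasmic ring GR-EGFP intensity difference per well; some compounds called inactive have numbers as strong as hits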
#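 Also added: dexamethasone, 1.0 µM final. Medium: tet-free, stripped-serum medium. Detection: fixed, Hoechst-stained cells imaged at 10x for EGFP. Read-out: nuclear-to-cytoplasmic GR-EGFP distribution per well. Times: induction 48 h, compound 1 h, agonist 30 min.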
# TNAP activation fold – human TNAP enzyme activators, primary screen, biochemical, luminescent, no phosphate acceptor, uHTS (AID 1001); activation fold at 20 µM; hits with a dose series show EC50 in µM; 200,000 compounds, 0.03% hits; purified TNAP, luminescent activation assay, no phosphate acceptor; higher activation fold means a stronger effect; in the data active = activation fold from about 3, or a potency from the dose series; inactive = the rest, 99 in 100 with activation fold below about 1.6; note: many of its hits are not listed in these tables
# Insulin prom up – MIN6 insulin promoter up-regulation; MIN6 insulin promoter-GFP reporter, high-content imaging; stronger effect = higher value; z-score at 5 µM; 190,000 compounds, 0.3% hits;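 active = z-score above 3 at 5 µM with at least 500 cells counted in the well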
# b-catenin transl – beta-catenin nuclear translocation modulation; HeLa beta-catenin nuclear translocation, immunofluorescence imaging; nuclear translocation activity, % at 5 µM; 190,000 compounds, 0.3% hits; AID 1665;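 active = nuclear translocation activity above 50% at 5 µM, with a well cell count of 50 or more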;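 note: per-cell ratio of nuclear to cytoplasmic median beta-catenin stain intensity; plate controls were DMSO negative control for no effect and GSK-3 inhibitor IX positive control for full effect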
#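 Test system: HeLa cells, endogenous beta-catenin; Compound: single 5 µM dose plus 0.02–20 µM confirmation series; Times: compound exposure 24 h at 37°C; Signal: fluorescence imaging of beta-catenin antibody stain plus DAPI; Read-out: % activation, nuclear-to-cytoplasmic median beta-catenin signal ratio per cell.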
# Myeloid diff MLP – compounds promoting myeloid differentiation. calls only at 10 µM. ER-HoxA9 myeloid progenitors, lysozyme-GFP differentiation, flow cytometry. 360,000 compounds, 1% hits;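 active = normalized GFP-positive differentiation at or above the plate's own cutoff, the solvent-only control mean plus 3 SD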;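 note: cells exposed to compound for four days before flow analysis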
# T cell modulator – T cell immune modulators affecting CD8 T cell-vesicle binding; 2C CD8+ T cell-vesicle binding, flow cytometry; stronger effect = lower value; AID 2052; 330,000 compounds, 0.068% hits; calls only at 7 µM;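 active = response, share of CD8 T cells binding vesicles, and their 90th percentile fluorescence all below set limits, cut at about 80% in these data, passing the limit was not always enough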
#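 material = purified 2C TCR transgenic mouse naive CD8+ T cells | controls = Unloaded micro-vesicles (low), QL9 vesicles with 0.7% DMSO (high) | detection = cytometric PE anti-B7-1 and Alexa647 anti-CD8 signals after 1% paraformaldehyde fixation | incubation = binding step 1.5 h, 37 °C, antibody labelling 20 min, ice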
# MT stabilizer – microtubule stabilizers in HeLa cells | HeLa tubulin immunostaining HCS, 24 h; share of cells brighter than vehicle mean+2SD | 200,000 compounds, 0.83% hits | % tubulin-high responders, % at 10 µM | AID 2205;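 active = plate Z-score above 3 for both tubulin-high and condensed-nucleus cell shares, with cell loss under 80%, at 10 µM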;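 note: anti alpha tubulin signal scored within the nucleus-defined area of each cell; some results filed as inactive read as strong as hits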
# human PMI inhibition – inhibitors of human PMI, primary screen, biochemical, fluorescence intensity, coupled assay (AID 1209); purified PMI enzyme, coupled fluorescence intensity; higher % means a stronger effect; inhibition, % at 20 µM, or IC50 in µM where a hit was titrated; 190,000 compounds, 0.42% hits; in the data active = inhibition above about 50%;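 note: plate controls were DMSO vehicle for no effect and wells lacking substrate for full effect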
# Hep lipid drop – modulators of hepatic lipid droplet formation; AML12 mouse hepatocytes, oleate lipid droplets, BODIPY imaging; inhibition, % at 6.5 µM; AID 1656; 240,000 compounds, 0.4% hits;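 active = lipid droplet intensity inhibited by at least 50%, with more than 500 cells counted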
#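 Assay system: AML12 hepatocytes (mouse); Probe or stimulus: oleic acid at 100 µM to induce lipid droplet formation; Dosing: compound at 6.5 µM only; Schedule: compound with oleate, overnight; Detection: fluorescence imaging, 20x objective, two fields per well; Measure: % inhibition of lipid droplet signal.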
# Dynein transport cytoplasmic EGFP – recorded beside Dynein transport, whose call it bears; z-score; measured here: cytoplasmic GR-EGFP intensity; stronger effect = higher value
# Dynein transport nuclear GR-EGFP – further read-out of Dynein transport, marked with its call; z-score; measured here: nuclear GR-EGFP intensity;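 lower value marks the stronger effect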
# Dynein transport cell count – further read-out of Dynein transport, marked with its call; z-score; measured here: cell count per field
# Insulin prom up cell count – second read-out of Insulin prom up, no call of its own (marks repeat the call); cell count; measured here: cytotoxicity, nuclei count;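 total cells summed across four imaged fields per well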
# Hep lipid drop cells 6.5 µM – also measured in Hep lipid drop; calls as there; cell count; measured here: cell count, cytotoxicity flag;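 cells counted across two imaged fields per well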
# b-catenin transl cell count 5 µM – also measured in b-catenin transl; calls as there; cell count; measured here: cell count, cytotoxicity flag
# T cell modulator vesicle-bound % – also measured in T cell modulator; calls as there; double positive events, %; measured here: CD8+ vesicle-bound cell fraction;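 binding gate set so that unloaded-vesicle control wells show 10% double positive cells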
# MT stabilizer Hoechst-high % – also measured in MT stabilizer; calls as there; % Hoechst-high responders; measured here: nuclear condensation Hoechst responders;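 share of cells brighter than vehicle mean plus two SD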
# MT stabilizer cytotoxicity % – also measured in MT stabilizer; calls as there; toxicity, %; measured here: cytotoxicity by cell density;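 0% = mean cell density of plate MIN control wells and 100% = no cells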
# Myeloid diff MLP GFP+ MAC1+ % – further read-out of Myeloid diff MLP, marked with its call; GFP+ MAC1+ double positive, %; measured here: differentiation confirmed by MAC1 staining
# Active calls of the source: *; i = inactive; . = not tested or not shown.
mol,Dynein transport,Dynein transport cytoplasmic EGFP,Dynein transport nuclear GR-EGFP,Dynein transport cell count,TNAP activation fold,Insulin prom up,Insulin prom up cell count,b-catenin transl,b-catenin transl cell count 5 µM,Myeloid diff MLP,Myeloid diff MLP GFP+ MAC1+ %,T cell modulator,T cell modulator vesicle-bound %,MT stabilizer,MT stabilizer Hoechst-high %,MT stabilizer cytotoxicity %,human PMI inhibition,Hep lipid drop,Hep lipid drop cells 6.5 µM
COc1ccc(C2N(C(=O)CN3CCOCC3)CCN2S(=O)(=O)c2ccccc2)cc1 (stereo not drawn),-0.15,-0.0574,0.206,0.921,1,-0.06,1349,-0.7,1371,i,1.0,i,49.9,1.7,4.6,6.6,1.6%,.,.
COc1ccc2[nH]c3c(=O)n(/N=C/[C@H]4C(C)C=C(C)CC4C)c(=O)[nH]c3c2c1 (stereo partly drawn),0.593,0.484,0.159,-0.717,1,-0.25,1132,4.0,492,i,0.4,i,45.4,4.9,3.1,5.1,-4.5%,18.3,594
O=C(Oc1ccc(Cl)cc1)c1ccc(N2CCOCC2)c([N+](=O)[O-])c1,-0.957,-0.251,-0.709,0.299,1,-0.23,1368,-0.2,1058,i,0.9,i,46.2,2.1,3.7,8.5,16.1%,9.1,640
COc1cc(CNCCN(C)C)c(Br)cc1OCC(=O)NCc1ccccc1,-0.0865,-0.231,-0.041,0.935,1.2,0.5,1358,-0.8,931,i,1.3,i,40.0,4.1,1.7,12.6,-18.9%,31.7,635
COc1cccc(-c2nnc(SCC(=O)Nc3ccc(S(N)(=O)=O)cc3)n2C)c1,0.0496,0.0237,0.0789,0.863,0.9,-0.35,1304,-1.4,1014,i,1.5,i,26.7,1.6,5.5,6.6,-7.4%,.,.
O=C(c1ccco1)N1CCN=C1SCc1ccc(F)cc1,0.0295,-0.201,0.123,0.36,1.2,-0.45,2148,-3.9,1147,i,1.5,i,46.6,1.9,2.2,6.5,8.2%,-3.1,640
CCO[C@@H]1OC(C(=O)N2CCOCC2)=C[C@H](c2ccccc2)[C@H]1CCCO,-0.465,-0.253,-0.00795,0.212,1,1.7,1511,2.1,1085,i,2.0,.,.,1.1,1.7,2.4,11.8%,-7.2,612
COc1cc(CN2CCC(C(=O)N3CCN(c4ccccc4F)CC3)CC2)ccc1O,-0.435,-0.297,-0.83,0.0251,1.1,.,.,0.1,1113,i,0.9,i,39.5,4.9,3.4,6.8,16.4%,.,.
COC(=O)/C(=C/c1ccccc1)NC(=O)c1ccco1,-0.3,-0.312,-0.571,0.911,1.1,0.22,1338,0.0,1027,i,0.6,i,45.7,3.5,2.5,7.4,2.3%,-6.1,635
CC(C)CCNC(=O)NC(=O)COc1ncnc2sccc12,0.112,-0.0378,-0.142,0.121,1,0.22,1384,1.3,1420,i,1.8,i,25.2,2.0,1.3,6.7,12.5%,.,.
CC1CCN(C(=O)c2ccc(SCc3ccccc3F)c([N+](=O)[O-])c2)CC1,0.559,-0.265,0.626,-0.577,1,0.5,1401,-3.0,1081,i,0.9,i,18.1,1.9,2.1,10.8,20.0%,-21.5,504
COc1cc(OC)cc(C(=O)Nc2c(C)nn(-c3ccccc3)c2C)c1,0.0698,0.131,-0.0105,0.983,1.1,.,.,0.2,1070,i,0.5,i,25.5,12.6*,13.1*,17.4*,-8.1%,-14.2,721
Cn1c(=O)c2c(n(Cc3ccccc3)c1=O)NC(=O)C2CC(=O)O (stereo not drawn),0.351,0.257,0.606,-0.357,1.1,0.58,953,.,.,i,0.0,i,41.5,0.7,1.8,5.3,-24.8%,6.1,779
CCOC(=O)C1(CCc2ccccc2)CCN(Cc2nccn2CC)CC1,-0.159,-0.289,0.0343,0.265,1.1,-0.51,1212,0.5,1107,i,2.7,i,57.2,1.8,2.0,2.3,11.1%,4.5,720
COC(=O)C1=CN(c2cccc(C)c2)C=C(C(=O)OC)C1c1cc(OC)c(O)c([N+](=O)[O-])c1,-0.246,-0.174,-0.204,0.609,1,0.57,1543,4.6,1427,i,2.0,i,29.2,2.0,1.0,1.8,8.4%,.,.
COc1ccc(NC2=Nc3ccccc3CC2)cc1,-1.1,-0.18,-0.438,0.581,1.1,0.57,1142,1.6,1100,i,4.1,i,6.2,2.7,2.4,4.3,13.8%,5.1,769
CC1=CC2=NC(=O)/C(=C\c3cc(C)n(-c4cccc(Cl)c4)c3C)C(=N)N2O1,0.751,-0.242,0.626,-0.973,1.2,-0.23,1217,-2.8,1092,i,0.9,i,61.2,3.9,3.0,4.8,20.2%,-23.5,478
CC1CCCCC1NC(=O)c1ccc(S(=O)(=O)N2CCCC2)cc1 (stereo not drawn),-1.12,-0.113,-0.301,0.624,1.1,.,.,-9.2,1151,i,0.9,i,2.4,2.1,0.7,8.7,-8.0%,-12.0,715
O=C(NC1(C(F)(F)F)NC(=O)N(c2ccccc2)C1=O)c1cccs1 (stereo not drawn),0.364,-0.268,-0.238,0.192,1.1,-0.16,1218,2.4,513,i,0.3,i,39.0,2.6,2.6,4.7,5.6%,-14.6,676
Cc1ccc(Nc2c([N+](=O)[O-])cc(C(=O)N3CC(=O)Nc4ccccc43)cc2[N+](=O)[O-])c(C)c1,-0.305,-0.172,-0.183,0.348,1,0.04,1690,1.5,1256,i,0.7,i,12.7,2.6,0.9,2.2,7.0%,.,.
CN(C)/C=C1\Cc2ccccc2C1=O,0.0902,-0.117,0.527,0.0392,.,-0.91,1063,-0.3,1226,i,0.7,i,61.6,.,.,.,.,29.2,745
COc1cc(OC)cc(N(C(=O)CNC(=O)c2cccs2)C(C(=O)NCC2CCCO2)c2ccc(OC)c(OC)c2)c1 (stereo not drawn),0.116,-0.198,-0.255,0.211,1.1,0.1,1463,1.4,1474,i,0.1,i,28.0,3.4,2.4,7.1,8.6%,19.3,659
CSc1nnc(NC(=O)c2ccc(S(=O)(=O)N(C)C)cc2)s1,-1.13,-0.27,-0.494,0.624,1,0.23,1208,0.8,1101,i,0.2,i,53.4,2.0,1.8,7.4,-21.7%,-0.3,701
C#CCSc1nnnn1-c1ccc(OCC)cc1,-0.76,-0.215,-0.404,1.46,.,0.11,1361,-2.2,1126,i,0.6,i,26.9,.,.,.,.,21.0,737
CCC(=O)c1ccc(NC(C)=O)cc1O,-0.103,-0.208,-0.0299,0.488,.,0.28,1374,-0.9,1104,i,0.8,i,43.2,.,.,.,.,-2.0,745
COc1cc(NC(=S)N2CCN(C(=O)C3CCCO3)CC2)c(OC)cc1Cl (stereo not drawn),0.825,-0.276,0.485,0.0259,1.1,0.08,1419,-0.1,499,i,0.3,i,47.6,4.7,1.4,5.1,-5.1%,-27.6,578
CCCn1c(SC(C(=O)Nc2cccc(OC)c2)c2ccccc2)nc2ccccc2c1=O (stereo not drawn),1.27,-0.259,0.869,-0.91,1.2,0.99,1353,0.4,940,i,0.4,i,43.0,4.6,1.2,0.9,11.5%,4.7,605
CCOCCCNC(=O)C(c1ccc(Cl)cc1)N1CCN(c2ccccc2)CC1 (stereo not drawn),-0.688,-0.101,-0.338,-0.313,1.1,-0.13,895,-0.2,1107,i,6.3,i,32.5,3.1,2.8,4.7,2.0%,.,.
CCOC(=O)c1cnc(SCCc2ccccc2)nc1N,-0.945,-0.0482,-0.242,0.548,1.1,-0.12,1371,2.8,1370,i,1.1,i,15.6,2.3,1.7,6.2,15.2%,.,.
CCC(Oc1ccccc1)C(=O)Nc1ccc(S(=O)(=O)N2CCOCC2)cc1 (stereo not drawn),0.75,-0.234,0.243,-0.309,1,.,.,-0.7,1226,i,5.6,i,18.8,3.1,1.4,4.2,13.9%,-21.0,703
Clc1ccc(CSc2nnc(CNc3cccc(Cl)c3)o2)cc1,-0.582,-0.0803,-0.0935,0.458,1,0.55,864,7.6,941,.,.,.,.,3.2,1.5,5.9,22.7%,1.9,779
O=C(CNCc1ccccn1)Nc1cc(S(=O)(=O)N2CCCCC2)ccc1Cl,-0.296,-0.276,-0.236,0.527,1.1,-0.53,1299,0.7,1075,i,1.1,i,26.2,1.2,2.0,5.2,13.6%,-7.3,716
CCOC(=O)c1c(NC(=O)CSc2cn(CC)c3ccccc23)sc2c1CCC2,-0.725,-0.259,0.541,0.368,1,-0.02,1323,-2.1,554,i,4.1,i,34.0,3.2,3.7,3.8,3.3%,-32.7,704
COc1ccccc1S(=O)(=O)Cc1ccc(C(=O)N2CCCC2)o1,-0.292,-0.24,-0.151,0.144,1,1.04,968,.,.,i,0.9,i,45.5,3.7,2.3,3.8,5.7%,.,.
O=C(COc1cccc(Cl)c1)NNC(=S)Nc1ccccc1,1.28,-0.237,0.636,-1.29,1.3,1.36,1549,-2.1,1026,i,0.4,i,31.1,3.8,1.2,8.0,18.2%,8.5,626
